hERG rescue: shields human hERG channel from block by proarrhythmic agents; Q12809; CHO-hERG, FluxOR thallium flux, dofetilide IC70 present; activation (rescue from dofetilide block), less the hit threshold, % at 10 µM; actives 0.51% (n = 310,000); AID 1511;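 active means activation above the mean of controls blocked by dofetilide plus 5 SD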;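 further: thallium influx through hERG after potassium depolarization seen as dye fluorescence rise; in these data hits start at about 4.7%; inactives centre near -7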
MrgX1 agonist: activates human MrgX1 receptor signaling | actives 0.44% (n = 310,000) | Q96LB2 | MrgX1-HEK293 cells, Fluo-4 calcium fluorescence, agonist mode; stronger effect = higher value | B-score at 10 µM;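 active means calcium response B-score plate-corrected fluorescence ratio at least 3 library SD, with starting fluorescence B-score inside 5 SD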
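System: HEK293 cells stably expressing human MrgX1 receptor; Dosing: test compound in the initial addition of three; Schedule: overnight plating, then 30 min 37 °C plus 30 min room-temperature dye loading; Detection: kinetic calcium dye fluorescence, Fluo-4 NW; Controls: per-plate positive and negative controls for Z′ factor.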
KCNQ1 pot: potentiators or activators of human KCNQ1 potassium channel; P51787; CHO-K1 KCNQ1, thallium flux FluxOR fluorescence; stronger effect = higher value; B-score at 10 µM; actives 0.35% (n = 310,000);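 active means fluorescence ratio B-score, a plate-corrected score, at least three library SD, with initial intensity B-score within 5 SD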
Target sequence (P51787 whole entry, looked up): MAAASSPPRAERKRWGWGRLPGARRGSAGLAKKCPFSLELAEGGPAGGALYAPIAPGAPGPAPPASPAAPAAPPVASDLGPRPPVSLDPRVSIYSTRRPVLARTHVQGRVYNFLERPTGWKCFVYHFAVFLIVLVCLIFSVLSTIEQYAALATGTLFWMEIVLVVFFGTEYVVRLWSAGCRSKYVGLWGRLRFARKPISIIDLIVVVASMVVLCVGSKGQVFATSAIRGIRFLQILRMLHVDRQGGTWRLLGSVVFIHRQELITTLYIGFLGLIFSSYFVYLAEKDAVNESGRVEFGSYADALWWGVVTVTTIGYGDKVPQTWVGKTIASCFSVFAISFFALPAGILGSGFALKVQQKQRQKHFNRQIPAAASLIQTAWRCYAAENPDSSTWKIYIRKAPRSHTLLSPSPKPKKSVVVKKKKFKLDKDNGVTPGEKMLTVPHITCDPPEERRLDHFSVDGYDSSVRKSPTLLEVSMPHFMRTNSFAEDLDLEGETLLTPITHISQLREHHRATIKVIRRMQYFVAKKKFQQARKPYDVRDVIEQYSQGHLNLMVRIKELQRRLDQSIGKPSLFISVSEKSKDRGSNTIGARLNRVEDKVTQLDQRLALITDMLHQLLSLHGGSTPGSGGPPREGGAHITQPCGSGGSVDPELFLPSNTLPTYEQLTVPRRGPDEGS
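assay system = CHO-K1 cells stably expressing KCNQ1 | medium = assay buffer, equal DMSO in all wells | timing = 37 °C overnight plating, 90-min dark dye load, 20-min compound pretreatment | measured by = kinetic FluxOR thallium fluorescence, 10-s 1-Hz baseline, 110-s post-stimulus read | measure = fluorescence change relative to baseline, converted to B score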
KCNQ1 inh: blocks the human KCNQ1 potassium channel; P51787; CHO-K1 KCNQ1, FluxOR thallium flux fluorescence; stronger effect = higher value; B-score at 10 µM; actives 1.3% (n = 310,000); AID 2642;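 active means compounds whose thallium flux B-score, printed positive for inhibition, exceeds three library SD while starting fluorescence stays within three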;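 further: channel opened by potassium depolarization with thallium stimulus after 20 min compound exposure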
KCNK9 block: human KCNK9 channel inhibition | Q9NPC2 | HEK293 KCNK9, FluxOR thallium flux fluorescence; stronger effect = lower value | B-score at 10 µM | actives 1.2% (n = 310,000) | AID 488922;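 active means ratio B-score over 3 SD below the library mean, with starting fluorescence within 5 SD of its mean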;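 further: negative B-score means less thallium flux so channel inhibition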
MrgX1 PAM: allosterically activates human MrgX1 receptor signaling | Q96LB2 | MrgX1-HEK293, Fluo-4 calcium flux, FDSS; stronger effect = higher value | B-score at 10 µM | actives 0.63% (n = 310,000);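 active means plate-corrected calcium response at least 3 library SD above typical, normal starting fluorescence, not activating the receptor alone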;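 further: compound read alongside a low EC10 to EC30 dose of BAM8-22 agonist; peak minus trough fluorescence over baseline measured at the second addition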
RGS4 inh: inhibitors of human RGS4; P49798; HEK293 M3R/RGS4 inducible, Fluo-4 calcium flux; stronger effect = higher value; triggered by carbachol at its EC20; B-score at 10 µM; actives 0.45% (n = 310,000); AID 463165;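 active means B-score, a plate-corrected calcium signal, over three deviations above library mean, with baseline fluorescence within five deviations of library mean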;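 further: RGS4 expression induced by doxycycline in cells with stable M3 receptor; B-score is computed from the integrated fluorescence ratio over baseline after carbachol; higher B-score means a larger calcium signal and so more RGS4 inhibition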
KCNK3 block: human KCNK3 channel inhibition, primary screen | O14649 | CHO-KCNK3 thallium flux, FluxOR fluorescence; stronger effect = lower value | B-score at 10 µM | actives 0.84% (n = 340,000);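 active means B-score under library mean minus 4 SD, starting fluorescence ratio at most library mean plus 5 SD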;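 further: more negative B-score means stronger inhibition of thallium flux through KCNK3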
Target sequence (O14649 whole entry, looked up): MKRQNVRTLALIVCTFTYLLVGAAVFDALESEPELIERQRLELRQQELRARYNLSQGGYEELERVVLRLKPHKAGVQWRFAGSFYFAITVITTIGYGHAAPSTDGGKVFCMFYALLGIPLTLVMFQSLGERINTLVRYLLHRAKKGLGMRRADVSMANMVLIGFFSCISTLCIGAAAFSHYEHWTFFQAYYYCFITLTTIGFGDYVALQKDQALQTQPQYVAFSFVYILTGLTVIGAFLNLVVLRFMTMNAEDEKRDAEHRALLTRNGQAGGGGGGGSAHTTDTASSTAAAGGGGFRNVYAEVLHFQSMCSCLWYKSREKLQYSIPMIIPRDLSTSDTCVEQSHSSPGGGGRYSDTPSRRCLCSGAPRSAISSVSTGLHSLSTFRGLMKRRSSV
ANO1 block: blocks the mouse calcium-activated chloride channel TMEM16A; normalized B-score (activity score, 25-100; higher = stronger inhibition) at 10 µM; Q8BHY3; actives 1.2% (n = 310,000); HEK293 TMEM16A/YFP iodide influx fluorescence, ionomycin;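 active means ratio plate-corrected score three or more library SD toward inhibition, starting fluorescence score within five deviations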;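 further: score derived from kinetic fluorescence span divided by baseline fluorescence per well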
RGS4 pot: potentiators or activators of RGS4 | HEK293 M3R/inducible RGS4, carbachol calcium flux Fluo4; stronger effect = lower value | B-score at 10 µM | actives 0.92% (n = 310,000);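 active means B-score of the integrated calcium signal more than 4 SD below the library mean, with starting fluorescence not abnormally high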;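 further: negative B-score means reduced calcium response which marks RGS4 activation or potentiation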
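Reagent: ECmax carbachol challenge; Test system: M3R-expressing HEK293 line, RGS4 induced by doxycycline; Schedule: overnight RGS4 induction, 30 min dye load 37 °C, 20 min compound RT; Detection: calcium dye Fluo4 fluorescence; Read-out: Agonist-evoked peak-minus-minimum fluorescence over baseline, integrated ratio, B score.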
ANO1 activ: activates or potentiates the mouse TMEM16A chloride channel. HEK293 TMEM16A/YFP-H148Q/I152L, iodide quench fluorescence; stronger effect = lower value. actives 0.3% (n = 340,000). Q8BHY3. B-score at 10 µM. AID 623877;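 active means fluorescence-ratio B-score plate-corrected deviation score at least 3 library SD below zero, with starting fluorescence score within 5 deviations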;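 further: channel opened by trigger with iodide after compound preincubation; score built on the fluorescence ratio of max minus min over baseline; more negative score means more quench and so TMEM16A activation or potentiation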
* = called active by the depositor; i = inactive.

The first 2 compounds, to show the layout:
SMILES | hERG rescue | MrgX1 agonist | KCNQ1 pot | KCNQ1 inh | KCNK9 block | MrgX1 PAM | RGS4 inh | KCNK3 block | ANO1 block | RGS4 pot | ANO1 activ
N#Cc1ccc(CSc2ncccn2)cc1 | -10 | i | i | i | i | i | i | i | i | i | i
CCOC(=O)c1c(-c2cccc(C)c2)csc1NC(=O)C1CC=CCC1C(=O)O (configuration not stated) | -11 | i | i | i | i | i | i | i | i | i | i

The whole of this part, from the start:
SMILES | hERG rescue | MrgX1 agonist | KCNQ1 pot | KCNQ1 inh | KCNK9 block | MrgX1 PAM | RGS4 inh | KCNK3 block | ANO1 block | RGS4 pot | ANO1 activ
N#Cc1ccc(CSc2ncccn2)cc1 | -10 | i | i | i | i | i | i | i | i | i | i
CCOC(=O)c1c(-c2cccc(C)c2)csc1NC(=O)C1CC=CCC1C(=O)O (configuration not stated) | -11 | i | i | i | i | i | i | i | i | i | i
Cc1ccc2nc(C)cc(C(=O)Nc3nccs3)c2c1 | -9 | i | i | i | i | i | i | i | i | i | i
Cc1ccc(N(CC(=O)NC(C)C)C(=O)CCC(=O)Nc2ccccn2)cc1 | -1 | i | i | i | i | i | i | i | i | i | i
O=C(NCCCn1ccnc1)C(=O)c1cn(CC(=O)N2CCCCCC2)c2ccccc12 | -8 | i | i | i | i | i | i | i | i | i | i
N#Cc1ccc(-c2csc(NC(=O)c3ccc(N4C(=O)CCC4=O)cc3)n2)cc1 | -9 | i | i | i | i | i | i | i | i | i | i
COc1cc(C)nc(SCC(N)=O)n1 | -6 | i | i | i | i | i | i | i | i | i | i
O=C(NCc1ccco1)/C(=C/c1ccc(C(F)(F)F)cc1)c1nc2ccccc2[nH]1 | -5 | i | i | i | i | i | i | i | i | i | i
CCC/C(=N\NC(=O)c1cccc(C)c1)c1ccccc1 | -6 | i | i | i | i | i | i | i | i | i | i
Cc1ccc(N2C(=O)CC(N3CCSCC3)C2=O)c(C)c1 (configuration not stated) | -6 | i | i | i | i | i | i | i | i | i | i
COC(=O)c1cc(N2C(=O)C3C4C=CC(CC4)C3C2=O)ccc1Cl (configuration not stated) | 0 | i | i | i | i | i | i | i | i | i | i
CCC(=O)c1ccc(OCC(=O)Nc2ccccc2N2CCCCC2)cc1 | -6 | i | i | i | i | i | i | i | i | i | i
Cc1nnnn1-c1ccc(CC(=O)O)cc1 | -2 | i | i | i | i | i | i | i | i | i | i
Cc1ccc(Nc2ncccc2C(N)=O)cc1[N+](=O)[O-] | -6 | i | i | i | i | i | i | i | i | i | i
COC(=O)c1nc(NC(=O)C(C)C)n[nH]1 | -2 | i | i | i | i | i | i | i | i | i | i
CC(C)NC(=S)N/N=C/c1sc(N2CCCCC2)nc1-c1cccs1 | -3 | i | i | i | i | i | i | i | i | i | i
COc1ccc(C2(CNC(=O)c3ccccc3[N+](=O)[O-])CCOCC2)cc1 | -4 | i | i | i | i | i | i | i | i | i | i
COc1ccc2oc(C(=O)N(CC(C)C)C3CCS(=O)(=O)C3)c(C)c2c1 (configuration not stated) | -10 | i | i | i | i | i | i | i | i | i | i
COc1cc(C(=O)N[C@@H](Cc2c[nH]c3ccccc23)C(=O)O)cc(OC)c1OC | -5 | i | i | i | i | i | i | i | i | i | i
COC(=O)/C(C#N)=C/c1ccc(N2CCOCC2)c([N+](=O)[O-])c1 | -6 | i | i | i | i | i | i | i | i | i | i
CC(C)CCCN1C(Nc2ccccc2)=NC[C@@H]1CC(C)C | -10 | i | i | i | i | i | i | i | i | i | i
Cn1cc(CN2CCCC(C(=O)c3nccn3C)C2)c(-c2cccc(Cl)c2)n1 (configuration not stated) | -5 | i | i | i | i | i | i | i | i | i | i
Cc1ccccc1OCC(=O)OCC(=O)Nc1ccc(N2CCOCC2)cc1 | -8 | i | i | i | i | i | i | i | i | i | i
COc1cc(C2C3=C(CC(C)(C)CC3=O)OC3=C2C(=O)CC(C)(C)C3)cc([N+](=O)[O-])c1O | -8 | i | i | i | i | i | i | i | i | i | i
C=CCNC(=O)/C(C#N)=C/c1c(N2CCN(c3cccc(Cl)c3)CC2)nc2c(C)cccn2c1=O | -8 | i | i | i | i | i | i | i | i | i | i
COc1ccc(-c2nc3ccccc3o2)cc1NC(=O)c1ccc(Br)o1 | -13 | i | i | i | i | i | i | i | i | i | i
CCOc1ccc(C(=O)NCC(=O)OC2CCOC2=O)cc1OCC (configuration not stated) | -9 | i | i | i | i | i | i | i | i | i | i
O=C(CNCCO)NC12CC3CC(CC(C3)C1)C2 | -4 | i | i | i | i | i | i | i | i | i | i
O=C(N/N=C/c1ccc(O)cc1)c1ccc(NC(=O)c2ccccc2Br)cc1 | -11 | i | i | i | i | i | i | i | i | i | i
O=C(COC(=O)CNC(=O)c1ccccc1Cl)Nc1ncc(C(F)(F)F)cc1Cl | -5 | i | i | i | i | i | i | i | i | i | i
CCOC(=O)c1ccc(-n2c(C)nc3ccccc3c2=O)cc1 | 0 | i | i | i | i | i | i | i | i | i | i
CCN=C1SC(CC(=O)Nc2ccc(N3CCOCC3)cc2)C(=O)N1CC (configuration not stated) | -15 | i | i | i | i | i | i | i | i | i | i
CC(=O)NC1C(Oc2ccccc2C)OC2COC(c3ccco3)OC2C1O (configuration not stated) | -8 | i | i | i | i | i | i | i | i | i | i
O=C(O)C1CCC(CNCc2ccccc2Cl)CC1 (configuration not stated) | -3 | i | i | i | i | i | i | i | i | i | i
O=C(CN1CCN(c2ccccn2)CC1)Nc1cccc(Cl)c1Cl | -10 | i | i | i | i | i | i | i | i | i | i
Cc1nn(-c2ccccc2)nc1C(=O)NN | -5 | i | i | i | i | i | i | i | i | i | i
Cc1cc(=O)n(C(C)(C)C)c(=O)n1Cc1ccccc1 | -1 | i | i | i | i | i | i | i | i | i | i
COc1cc(C(=O)Nc2sc3c(c2C(=O)O)CCC(C)C3)cc(OC)c1OC (configuration not stated) | -6 | i | i | i | i | i | i | i | i | i | i
CCOc1ccc(OCCCC(=O)Nc2nc3ccccc3[nH]2)cc1 | -6 | i | i | i | i | i | i | i | i | i | i
CCC(=O)Nc1ccc(/C(C)=N/NC(=O)c2c(Br)c(C)nn2C)cc1 | -11 | i | i | i | i | i | i | i | i | i | i
COc1ccccc1N1CCN(C(=O)c2ccc(CN3CCc4ccccc4C3)cc2)CC1 | -13 | i | i | i | i | i | i | i | i | i | i
Cc1ccc(C(=O)NCC(=O)OCCOc2cccc(Cl)c2)cc1 | -12 | i | i | i | i | i | i | i | i | i | i
CC(C)CCNC(=O)C1CCC(CNc2c(N3CCCC3)c(=O)c2=O)CC1 (configuration not stated) | -4 | i | i | i | i | i | i | i | i | i | i
Cc1c(NS(=O)(=O)c2cc(C(=O)NCc3cccnc3)cc(Cl)c2Cl)c(=O)n(-c2ccccc2)n1C | -16 | i | i | i | i | i | i | i | i | i | i
O=C(COc1ccccc1[N+](=O)[O-])Nc1ccc(N2CCN(C(=O)c3cccs3)CC2)cc1 | -15 | i | i | i | i | i | i | i | i | i | i
Cc1nc(NC(=O)c2ccc(Cl)cc2)sc1Cc1ccc2c(c1)OCO2 | -6 | i | i | i | i | i | i | i | i | i | i
CN1CCN(C(=O)CSc2nc3c(c(=O)n(C)c(=O)n3C)n2C)CC1 | -2 | i | i | i | i | i | i | i | i | i | i
CN(C(=O)COC(=O)c1cccc(S(=O)(=O)N2CCCCC2)c1)C1CCS(=O)(=O)C1 (configuration not stated) | -13 | i | i | i | i | i | i | i | i | i | i
Nc1cc(=O)[nH]c(SCC(=O)Nc2cccc(Cl)c2Cl)n1 | -2 | i | i | i | i | i | i | i | i | i | i
O=S(=O)(c1ccc2ncn(O)c2c1)N1CCOCC1 | -9 | i | i | i | i | i | i | i | i | i | i
CCN(CC)c1ccc(NC(=O)c2cccc(C)c2OC)c(C)c1 | -8 | i | i | i | i | i | i | i | i | i | i
NC(=O)C1CCN(C(=O)CCSc2ccccc2)CC1 | -3 | i | i | i | i | i | i | i | i | i | i
COc1ccccc1OCC(=O)NC1CCCCCC1 | -9 | i | i | i | i | i | i | i | i | i | i
O=C(NCCSc1ccccc1)c1ccccc1 | -4 | i | i | i | i | i | i | i | i | i | i
O=C(OCCNc1nc(-c2ccccc2)nc2ccccc12)c1cccnc1 | -16 | i | i | i | i | i | i | i | i | i | i
Cc1[nH]c2ccccc2c1C(C#N)(C#N)C1C(=O)c2ccccc2C1=O | -14 | i | i | i | i | i | i | i | i | i | i
CN(C)S(=O)(=O)c1cccc(NC(=O)c2cc(=O)[nH]c(=O)[nH]2)c1 | -5 | i | i | i | i | i | i | i | i | i | i
CCOC(=O)C(=O)Nc1ccc(OCc2ccccc2)cc1 | 0 | i | i | i | i | i | i | i | i | i | i
CCSc1cc(C)nc2c(-c3ccc(Cl)cc3)c(C)nn12 | -6 | i | i | i | i | i | i | i | i | i | i
O=C(CSc1nncs1)N1CCN(S(=O)(=O)c2ccccc2)CC1 | -3 | i | i | i | i | i | i | i | i | i | i

(further entries)
SMILES | hERG rescue | MrgX1 agonist | KCNQ1 pot | KCNQ1 inh | KCNK9 block | MrgX1 PAM | RGS4 inh | KCNK3 block | ANO1 block | RGS4 pot | ANO1 activ
COc1ccc(F)cc1S(=O)(=O)Nc1cc2c3c(c1)CC(=O)N3CCC2 | -12 | i | i | i | i | i | i | i | i | i | i
Cc1ccc(S(=O)(=O)Nc2cccc(CP(=O)(c3ccccc3)c3ccccc3)c2)cc1 | -11 | i | i | i | i | i | i | i | i | i | i
CCCc1cc(=O)[nH]c(SCC(=O)Nc2ccc(OC(F)F)cc2)n1 | -4 | i | i | i | i | i | i | i | i | i | i
CC1=NN(c2ccccc2)C(=O)/C1=C/c1cc(C)n(C2CC2)c1C | -10 | i | i | i | i | i | i | i | i | i | i
COC(=O)c1c(NC(=O)COC(=O)CCS(=O)(=O)c2ccc(C)cc2)sc(C)c1C | -2 | i | i | i | i | i | i | i | i | i | i
COc1ccc(Cc2noc(CN3CCCN(C4Cc5ccccc5C4)CC3)n2)cc1OC | -5 | i | i | i | i | i | i | i | i | i | i

Source: PubChem
